Dengue-2 NS5 capping: flavivirus cap methylation enzyme inhibition – biochemical, confirmation dose response, primary screen (AID 588689). Dengue-2 NS5 methyltransferase capping enzyme assay, biochemical; higher % means a stronger effect. one-dose inhibition, % at 25 µM; IC50 in µM for titrated hits. 0.3% of 340,000 active; in the data active = a potency from the dose series
Dengue-2 NS5 capping pilot replicate: also measured in Dengue-2 NS5 capping; calls as there; inhibition, %; measured here: pilot screen replicate inhibition
Numbers without * were called inactive. These rows are one share of the data; the hit share may differ from the screen's.

SMILES	Dengue-2 NS5 capping	others
COc1ccc(NS(=O)(=O)c2cc(NC(=O)[C@H](C)NC(N)=O)ccc2N2CCCC2)cc1	4.4%
C=CC[C@@H](CC(=O)NCCO)C(=O)N[C@H](C)COC(=O)[C@@H](CC=C)CC(=O)OC(C)(C)C	2.4%
O=C(O)c1cc(S(=O)(=O)N2CCCCC2)ccc1N1CCCCC1	1.5%
O=C(CSc1nc(=O)n2ccccc2n1)NCc1ccc(F)cc1	3.6%
CC1CCN(C(=O)COC(=O)CCC(=O)c2cccs2)CC1	9.4%
O=C(NNC(=O)c1ccc(-n2cncn2)c([N+](=O)[O-])c1)c1ccccc1	-8.6%
O=C(COC(=O)/C=C/c1ccc(Cl)c(Cl)c1)NC1CCS(=O)(=O)C1 (stereo not given)	-9.3%
Cc1ccc(C(=O)NCC(=O)OCC(=O)Nc2cc(S(=O)(=O)N3CCOCC3)ccc2Cl)s1	-0.7%
Cc1cc(C)c(NC(=O)CNC(=O)c2cc([N+](=O)[O-])ccc2N2CCOCC2)c(C)c1	0.0%
C/C=C/C=C/C(=O)O	-2.2%
CCn1nnc2cc(C(=O)Nc3cc(Cl)ccc3C)ccc21	-7.4%
CCCCCCSc1cc(-c2nc3cc(C)ccn3c2NCCCC)ccc1OC	-7.9%
N/C(=N\OC(=O)c1ccccc1)C(C(=O)NOC(=O)c1ccccc1)C1CCCCC1 (stereo not given)	-2.7%
CN1C[C@@H]2[C@@H]3C(=O)N(Cc4ccccc4)C(=O)[C@@H]3[C@](Cc3ccccc3)(C1=O)N2C(=O)c1ccc(Br)cc1	-5.2%
CCc1ccccc1NC(=O)CNC(=O)CSC(=S)N1CCCC1	-3.7%
CC(=O)N/C(=C\c1ccccc1)C(=O)OCC(=O)c1c(N)n(C)c(=O)n(C)c1=O	5.4%
Cc1ccc(-c2nnc(-c3cccc4ccccc34)o2)cc1	-10.5%
COc1ccc(-c2ccc(CN3C(C(C)C)C(=O)N(Cc4cn(Cc5ccco5)nn4)CCS3(=O)=O)cc2)cn1 (stereo not given)	4.4%
O=C(N[C@H]1C/C=C\C[C@H](CC(=O)N(CCO)Cc2ccccc2)C(=O)NC[C@H](c2ccccc2)OC1=O)OCC1c2ccccc2-c2ccccc21	11.6%
Cc1cccc(OCCOC(=O)CN2C(=O)NC3(CCCC3)C2=O)c1	5.0%
CC(Cc1ccccc1)=NNS(=O)(=O)c1ccc([N+](=O)[O-])cc1	-2.4%
COc1ccc(NC(=O)CSc2nnc3n2CCCCC3)cc1S(=O)(=O)N(C)C	-0.6%
CCN(CC)S(=O)(=O)c1ccc(C(=O)Nc2cc(S(=O)(=O)N3CCOCC3)ccc2N2CCN(C)CC2)cc1	4.3%
CCN(CC)S(=O)(=O)c1ccc(N2CCOCC2)c(NS(=O)(=O)c2ccc(Cl)s2)c1	6.0%

Already shown: entries from further up.
SMILES	Dengue-2 NS5 capping	others
COc1ccc(NS(=O)(=O)c2cc(NC(=O)[C@H](C)NC(N)=O)ccc2N2CCCC2)cc1	4.4%
C=CC[C@@H](CC(=O)NCCO)C(=O)N[C@H](C)COC(=O)[C@@H](CC=C)CC(=O)OC(C)(C)C	2.4%
O=C(O)c1cc(S(=O)(=O)N2CCCCC2)ccc1N1CCCCC1	1.5%
O=C(CSc1nc(=O)n2ccccc2n1)NCc1ccc(F)cc1	3.6%
CC1CCN(C(=O)COC(=O)CCC(=O)c2cccs2)CC1	9.4%
O=C(NNC(=O)c1ccc(-n2cncn2)c([N+](=O)[O-])c1)c1ccccc1	-8.6%

(further entries)
SMILES	Dengue-2 NS5 capping	others
O=C(CNC(=O)c1ccc(N2CCCC2=O)cc1)Nc1ccc(F)c(F)c1F	-6.2%
COc1ccc(NC(=O)c2oc3ccccc3c2NC(=O)c2ccc(OC)c(OC)c2)c(OC)c1	-8.5%
Cc1c(NC(=O)C(C)Oc2cccc(F)c2)c(=O)n(-c2ccccc2)n1C (stereo not given)	-6.0%
O=C(CSc1nnc(Nc2ccccc2F)s1)NC1CCS(=O)(=O)C1 (stereo not given)	10.1%
CNC(=O)c1ccc(NC(=O)CN2c3cccc4cccc(c34)S2(=O)=O)cc1	-1.4%
OCC[C@H]1C[C@H](O)[C@@H](O)[C@@]2(OCc3ccccc32)O1	-1.4%
CC(C)=N/N=C1/NC(=O)C(c2ccc(Cl)cc2)S1 (stereo not given)	4.0%
N#Cc1ccc(C(=O)Nc2cccc(S(=O)(=O)NC3=NCCC3)c2)cc1	2.2%
COc1ccc(NS(=O)(=O)c2cc(NC(=O)Cc3n[nH]c(=O)c4ccccc34)ccc2OC)cc1	-9.9%
CN(C(=S)NC(=O)C1CC1)c1ccc(O)cc1	-4.4%
CCCCCc1nnc(NC(=O)C2=COCCO2)s1	0.7%
O=[N+]([O-])c1cc([N+](=O)[O-])c(Oc2cccc3ccccc23)cc1NN1CCCCC1	-2.1%

Continued; the last 2 above are carried over.
SMILES	Dengue-2 NS5 capping	others
CCCCCc1nnc(NC(=O)C2=COCCO2)s1	0.7%
O=[N+]([O-])c1cc([N+](=O)[O-])c(Oc2cccc3ccccc23)cc1NN1CCCCC1	-2.1%
CCOc1ccc(OCCOC(=O)C2CCN(S(=O)(=O)c3ccc(C)c(C)c3)CC2)cc1	-5.2%
O=C(NC(=S)NCc1ccc(Cl)cc1)c1ccco1	-11.6%
O=S(=O)(Nc1ccccc1-c1ccccc1)c1ccccc1	-7.0%
Cc1ccccc1-n1nnnc1SCC(=O)c1c(N)n(C2CC2)c(=O)[nH]c1=O	0.7%
O=C(COC(=O)c1ccc([N+](=O)[O-])s1)NCCc1ccccc1	-5.3%
c1cnc2nc3c4ccccc4c4ccccc4c3nc2c1	17.7%
CC(=O)O[C@@H](C[C@@H](C)C1=C2C[C@H](O)C3[C@@]4(C)CCC(=O)C(C)(C)C4CC[C@]3(C)[C@@]2(C)CC1)[C@H]1OC1(C)C (stereo not given in full)	-0.7%	Dengue-2 NS5 capping pilot replicate=-2.8
Clc1ccc(C=Cc2ccccn2)c(Cl)c1	3.5%
COc1ccc(NC(=O)CCC(=O)c2cc(C)sc2C)cc1	-0.7%
C/C(Sc1nnc(Cc2ccccc2)o1)=C(\O)c1ccccc1	3.2%
COc1ccc(C(=O)COC(=O)c2c(C)noc2C)cc1Cl	-7.2%
Cc1cc(C(=O)N2CCCC(N3CCN(c4ccccc4C)CC3)C2)no1 (stereo not given)	1.1%
NC(=O)c1ncn([C@@H]2O[C@H](CNCc3cnc(N4CCOCC4)nc3)[C@@H](O)[C@H]2O)n1	-8.5%
CCOC(=O)N1CCN(C(=O)CSC2=NS(=O)(=O)c3ccccc3N2)CC1	2.2%
CC(=O)Nc1ccccc1NC(=O)c1ccc2c(c1)OCO2	-2.2%
Cc1ccc(C)c(S(=O)(=O)N2CCN(C(=O)c3ccccc3Cc3ccccc3)CC2)c1	-2.2%
CCCN(CC1CC1)C(=S)NC(=O)c1ccccc1C	-3.9%
COc1ccc(CC(=O)N2CCN(S(=O)(=O)c3cc(Cl)ccc3Cl)CC2)cc1	-3.0%
O=C(CNC(=O)c1nc[nH]c1C(=O)N1CCNCC1)OCc1ccccc1	-1.6%
CN(C)c1ccc(C(c2ccc(N(C)C)cc2)C(O)c2ccccc2)cc1 (stereo not given)	11.7%
CC(=O)c1ccc(NC(=O)CN2C(=O)NC3(CCCc4ccccc43)C2=O)cc1 (stereo not given)	-3.0%
CC(C)(C)OC(=O)C[C@@H]1C/C=C\C[C@H](CC(=O)N(CCO)Cc2ccccc2)C(=O)NC[C@@H](c2ccccc2)OC1=O	-4.0%
CC1=C(C(=O)Nc2ccccc2C(=O)N2CCN(c3ccccc3)CC2)SCCO1	-0.6%
Cc1ccc(C(=O)NCC(=O)OCC(=O)NC(C)C2CC3CCC2C3)cc1 (stereo not given)	-7.3%
CN(CC(=O)Nc1ccccc1Br)C(=O)c1ccc2c(=O)n3c(nc2c1)CCC3	-0.8%
O=C(COC(=O)C1=COCCO1)Nc1ccc(F)cc1	-1.4%
O=C(C(Cl)Cl)N1CC2CCC(CC2)C1	5.0%
CC(C)CN(C(=O)CCNC(=O)c1ccc(Cl)cc1)c1c(N)n(CC(C)C)c(=O)[nH]c1=O	0.7%
Cn1c(=O)c2c(nc3n2CC(O)CN3c2ccccc2)n(C)c1=O (stereo not given)	1.5%
CCCCn1c(N)c(N(CCOC)C(=O)CSc2ccccc2C)c(=O)[nH]c1=O	-10.8%
O=C(Cc1ccccn1)c1ccncc1	-3.9%
CCCCC[C@@H]1C=C(C(=O)O)[C@H](c2ccc3c(c2)OCO3)N1S(=O)(=O)c1ccc(C)cc1	22.1%
Cc1ccc(NS(=O)(=O)c2ccc(-n3cccn3)cc2)c(Cl)c1	6.6%
CC(=O)c1ccccc1NC(=O)COC(=O)c1c(C)nn(-c2ccccc2)c1C	5.1%
CCOC(=O)[C@H]1[C@H]2COc3ccc(Br)cc3[C@@H]2N2C(=O)c3cc(F)c(F)cc3NC(=O)[C@@]12C	0.0%
CC(C)CN(C(=O)COc1ccc([N+](=O)[O-])cc1)c1c(N)n(CC(C)C)c(=O)[nH]c1=O	-4.5%
COCCNC(=S)N(CCCO)Cc1cc2cc3c(cc2[nH]c1=O)OCO3	-2.2%
COc1cccc2cc(C(=O)OCC(=O)N3CC(C)OC(C)C3)c(=O)oc12 (stereo not given)	-3.9%
CC(=O)c1c(C)[nH]c(C(=O)COC(=O)c2cccs2)c1C	-0.8%
COc1ccc(Cl)cc1NC(=O)CSc1nc2[nH]ncc2c(=O)[nH]1	4.6%
COc1ccc(-c2nn(-c3ccccc3)cc2C(=O)NC2CC2)cc1	-3.9%
COc1cc2cnc(-c3ccccc3)c(-c3ccc(C(F)(F)F)cc3)c2cc1OC	-11.6%
CC(C)(C)[C@H]1COC(=O)CC/C=C\C[C@@H](CC(=O)N[C@H](CO)Cc2ccccc2)C(=O)N1	-4.0%
CCCCC[C@@H]1C=C(C(=O)O)[C@H](c2cccc(C)c2)N1S(=O)(=O)c1ccc(C)cc1	-0.7%	Dengue-2 NS5 capping pilot replicate=-4.0
Cc1ccc(S(=O)(=O)N2C[C@]3(O)C[C@@H]4C(=O)N(c5ccccc5)C(=O)[C@@H]4C[C@]3(OC(=O)NCC3CCCCC3)C2)cc1	-5.7%
CCN(CC(=O)Nc1ccc2c(c1)OCCO2)C(=O)c1cc(=O)[nH]c2ccccc12	3.7%
CN(C(=O)CN1C(=O)NC2(CCc3ccccc32)C1=O)C1CCS(=O)(=O)C1 (stereo not given)	8.8%
COc1ccc(NC(=O)c2cc(S(=O)(=O)N3CCOCC3)ccc2C)cc1S(=O)(=O)N1CCCCC1	-7.7%
CN(C)S(=O)(=O)c1ccc(C(=O)OCC(=O)Nc2ccc3c(c2)OCO3)cc1	-3.4%
CCc1cc(C(=O)NC2CCCc3c2cnn3-c2ccc(F)cc2F)no1 (stereo not given)	0.6%
O=C(COc1ccc(F)cc1Cl)Nc1ccccc1C(=O)N1CCCCC1	2.2%
CN=C1N(C)C[C@@H]2[C@@H]3C(=O)N(C)C(=O)[C@@H]3[C@](Cc3ccccc3)(C(=O)OC)N12	1.0%	Dengue-2 NS5 capping pilot replicate=-2.1
CCCCCCSc1ccc([C@@H]2[C@H]3C(=O)N(C)C(=O)[C@H]3[C@]3(C(=O)OC)CCCCN23)cc1OC	-14.8%

2 compounds drawn at random from those above:
SMILES	Dengue-2 NS5 capping	others
CCc1cc(C(=O)NC2CCCc3c2cnn3-c2ccc(F)cc2F)no1 (stereo not given)	0.6%
O=C(COc1ccc(F)cc1Cl)Nc1ccccc1C(=O)N1CCCCC1	2.2%
